High-throughput results (PubChem)
RGS4 pot = potentiators or activators of RGS4. actives 0.92% (n = 310,000). B-score at 10 µM. HEK293 M3R/inducible RGS4, carbachol calcium flux Fluo4; active compounds read low;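 active = B-score of the integrated calcium signal more than 4 SD below the library mean, with starting fluorescence not abnormally high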;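 also: negative B-score means reduced calcium response which marks RGS4 activation or potentiation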
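test system = M3R-expressing HEK293 line, RGS4 induced by doxycycline | probe or stimulus = carbachol at ECmax as muscarinic agonist stimulus | timing = dye loading 30 min 37 °C, buffer rest 30 min RT | signal = calcium dye Fluo4 fluorescence | evaluation = B score from integrated fluorescence ratio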
SKKanGAS inh = SKKanGAS growth inhibition; S. pyogenes SKKanGAS, kanamycin growth, BacTiter-Glo, 6 h; inhibition, % at 7.5 µM; actives 1.3% (n = 300,000);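 active = mean replicate score, as percent of positive control median, at least 50; inconclusive = mean below 50 but one replicate at or above 50; inactive = mean and every replicate below 50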;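 also: strain carries kanamycin resistance gene driven by streptokinase promoter and grows in 40 µg/ml kanamycin; loss of luminescence reflects streptokinase promoter inhibition or plain growth inhibition; 0% = median of DMSO wells and 100% = positive control at its reference dose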
MrgX1 PAM = human MrgX1 positive allosteric modulation, primary screen. B-score at 10 µM. actives 0.63% (n = 310,000). Q96LB2. MrgX1-HEK293, Fluo-4 calcium flux, FDSS; active compounds read high. AID 588675;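 active = plate-corrected calcium response at least 3 library SD above typical, normal starting fluorescence, not activating the receptor alone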;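 also: compound read alongside a low EC10 to EC30 dose of BAM8-22 agonist; peak minus trough fluorescence over baseline measured at the second addition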
Target sequence (Q96LB2 whole entry, looked up): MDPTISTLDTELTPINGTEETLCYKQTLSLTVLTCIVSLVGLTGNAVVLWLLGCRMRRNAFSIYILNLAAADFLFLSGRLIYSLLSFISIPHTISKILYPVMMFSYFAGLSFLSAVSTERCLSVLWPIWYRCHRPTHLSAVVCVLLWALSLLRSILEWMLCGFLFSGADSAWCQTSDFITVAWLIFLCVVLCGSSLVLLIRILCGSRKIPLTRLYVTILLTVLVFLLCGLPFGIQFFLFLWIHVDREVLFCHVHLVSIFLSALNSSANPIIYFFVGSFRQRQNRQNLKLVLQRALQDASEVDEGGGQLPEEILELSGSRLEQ
TRPC6 act = activators of mouse TRPC6 channel | Q61143 | HEK293-TRPC6 membrane potential dye fluorescence; active compounds read high | B-score at 10 µM | actives 0.13% (n = 310,000);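 active = B-score of the integrated fluorescence ratio above library mean plus 3 SD, and starting fluorescence ratio within library mean plus 5 SD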;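 also: higher score means more depolarization so channel activation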
Platelet DG rel = modulates dense granule release in human platelets | human platelet-rich plasma, SFLLRN dense granule ATP release, luminescence | inhibition, %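 (compounds screened at 7.5 µM in platelet-rich plasma)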 | actives 0.22% (n = 300,000) | AID 1663;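 active = mean replicate score, as percent of positive control, at or above 50; inconclusive = mean below 50 but at least one replicate at or above 50; inactive = mean and every replicate below 50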
RGS4 block = inhibitors of human RGS4 | B-score at 10 µM | HEK293 M3R/RGS4 inducible, Fluo-4 calcium flux; active compounds read high; triggered by carbachol at its EC20 | actives 0.45% (n = 310,000) | AID 463165;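 active = B-score, a plate-corrected calcium signal, over three deviations above library mean, with baseline fluorescence within five deviations of library mean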;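 also: RGS4 expression induced by doxycycline in cells with stable M3 receptor; B-score is computed from the integrated fluorescence ratio over baseline after carbachol; higher B-score means a larger calcium signal and so more RGS4 inhibition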
Target sequence (P49798 whole entry, looked up): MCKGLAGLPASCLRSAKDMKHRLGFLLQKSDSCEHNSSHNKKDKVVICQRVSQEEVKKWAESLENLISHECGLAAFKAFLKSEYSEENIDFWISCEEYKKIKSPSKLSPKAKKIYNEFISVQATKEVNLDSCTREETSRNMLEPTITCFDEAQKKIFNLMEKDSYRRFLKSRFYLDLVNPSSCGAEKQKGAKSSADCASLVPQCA
TRPC4 block = blocks the mouse TRPC4 cation channel; Q9QUQ5; HEK293 TRPC4beta/mu-opioid, DAMGO-evoked Fluo4 calcium flux; active compounds read low; B-score at 10 µM; actives 0.39% (n = 300,000); AID 2247;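 active = B-score over 3 SD under the library average, no early fluorescence shift, positive overall ratio signal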
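Test system – stable TRPC4beta/mu-opioid receptor HEK293 cells · Probe or stimulus – DAMGO, a submaximal dose followed by a maximal one · Dosing – one concentration per compound · Signal – Fluo4 calcium fluorescence by kinetic imaging, 5 s 1 Hz baseline · Evaluation – per-well B score of integrated baseline-normalized Fluo4 ratio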
TRPC6 inhibitor = blocks the mouse TRPC6 cation channel; Q61143; HEK293-TRPC6, membrane potential dye, ACh-evoked depolarization; active compounds read low; B-score at 10 µM; actives 1.1% (n = 310,000); AID 2553;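 active = B-score under library mean minus 3 SD, initial fluorescence not abnormally high, positive integrated signal ratio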;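 also: B-score derived from integrated fluorescence ratio over the kinetic read; more negative B-score means stronger inhibition of depolarization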
HIF act = HIF pathway transcriptional activation | actives 0.32% (n = 300,000) | U2OS HRE-luciferase reporter, luminescence; normalized: DMSO 0%, desferrioxamine 100% | activation, % at 7.5 µM (by protocol);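 active = mean activation of at least 10% of the iron chelator positive control signal, with at least half of replicates also reaching 10%; inconclusive = mean and replicate majority disagree about reaching 10%; inactive = mean and most replicates under 10%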
MrgX1 antag = human MrgX1 receptor antagonism, primary screen; Q96LB2; MRGX1-HEK293 calcium flux, Fluo-4, BAM8-22 antagonism; active compounds read low; B-score at 10 µM; actives 1.3% (n = 310,000); AID 588676;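 active = calcium-response B-score plate-corrected more than 3 library SD below zero, starting fluorescence within 5 deviations, no agonist response on first addition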;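 also: peak minus trough fluorescence over baseline after final BAM8-22 challenge near maximal dose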
MrgX1 ag = agonists of human MrgX1 receptor | actives 0.44% (n = 310,000) | MrgX1-HEK293 cells, Fluo-4 calcium fluorescence, agonist mode; active compounds read high | Q96LB2 | B-score at 10 µM;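 active = calcium response B-score plate-corrected fluorescence ratio at least 3 library SD, with starting fluorescence B-score inside 5 SD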
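Material: HEK293 cells stably expressing human MrgX1 receptor | Quantity: 15,000 cells per well | Times: Cells plated overnight, dye loaded 0.5 h 37 °C, 0.5 h room temperature | Measured by: Kinetic Fluo-4 NW fluorescence of intracellular calcium | Control set: Positive and negative controls per plate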
* = called active by the depositor; i = inactive; u = inconclusive; x = no result given. The order is random, and some 6.1% of all compounds hit somewhere here.

SMILES	RGS4 pot	SKKanGAS inh	MrgX1 PAM	TRPC6 act	Platelet DG rel	RGS4 block	TRPC4 block	TRPC6 inhibitor	HIF act	MrgX1 antag	MrgX1 ag
Cc1ccc(-c2nnc(-n3nnc4ccccc43)c3ccccc23)cc1	i	-3	i	i	-8	i	i	i	-0.8	i	i
CC(=O)c1ccc(OCCCC(=O)Nc2ccc(C)c(S(=O)(=O)N(C)C)c2)cc1	i	-8	i	i	-6	i	i	i	0.1	i	i
O=C(CSc1nnc(Cc2cccs2)n1-c1ccccc1)NCc1ccc2c(c1)OCO2	i	4	i	i	-3	i	i	i	0.2	i	i
COc1cccc(-c2cc(C(=O)N3CCN(C(=O)c4ccco4)CC3)[nH]n2)c1	i	-11	i	i	-1	i	i	i	0.0	i	i
N#Cc1ccccc1OCCCNC1CCCC1	i	-15	i	i	-3	i	i	i	-0.3	i	i
O=C(O)c1cc(-c2cccs2)nc2ccc(F)cc12	i	3	i	i	-2	i	i	i	0.6	i	i
Cn1c(SCC(=O)NCc2ccc3c(c2)OCO3)nc2scc(-c3cccs3)c2c1=O	i	6	i	i	-3	i	i	i	-0.1	i	i
COc1cccc(OC)c1OCCCN1CCOCC1	i	4	i	i	12	i	i	i	-0.2	i	i
CC(=O)C1=C(C)Nc2ncnn2C1c1ccccc1F (configuration not stated)	i	2	i	i	-8	i	i	i	1.3	i	i
COc1ccc(CCNC(=O)C(=O)NCC2OCCN2S(=O)(=O)c2ccc(Br)cc2)cc1OC (configuration not stated)	i	-9	i	i	-5	i	i	i	0.4	i	i
COc1cccc(N2CC(NC(=O)c3ccc4ccccc4c3)CC2=O)c1 (configuration not stated)	i	2	i	i	16	i	i	i	-0.1	i	i
O=C(CSc1nc2nc(-c3cccs3)cc(C(F)(F)F)c2c(=O)[nH]1)Nc1ccc(F)c(F)c1	i	88*	i	i	-2	i	i	i	-0.1	i	i
COc1ccc(C(=O)N(CN2CCCC2=O)c2nccs2)cc1OC	i	4	i	i	0	i	i	i	0.2	i	i
Nc1nc(SCC(=O)Nc2cccnc2Cl)n[nH]1	i	1	i	i	3	i	i	i	-0.2	i	i
Cc1c(-c2ccccn2)c(=O)[nH]n1-c1ccc(F)cc1	i	-4	i	i	-3	i	i	i	-2.3	i	i
COC(=O)Cc1cc(=O)[nH]c(Nc2nc3ccccc3o2)n1	i	14	i	i	-3	i	i	i	0.3	i	i
O=C(O)COc1ccccc1C(Nc1cccnc1)c1cc(Cl)c2cccnc2c1O (configuration not stated)	i	2	x	i	4	i	i	i	-0.1	x	x
Cc1cc(NC(=O)CN2CCC(O)(c3cccc(F)c3)CC2)no1	i	1	i	i	x	i	i	i	-2.3	i	i
CCOc1ccc(/C=C/C(=O)Oc2ccc(OC)cc2)cc1	i	-8	i	i	3	i	i	i	1.0	i	i
CC1CC(C)CN(C(=O)Cn2nnc(-c3ccc(Br)cc3)n2)C1 (configuration not stated)	i	-4	i	i	6	i	i	i	0.0	i	i
O=C(Nc1ccc(N2CCCC2)c(Cl)c1)c1ccc([N+](=O)[O-])cc1	i	-6	i	i	0	i	i	i	0.1	i	i
Cc1cccc(NC(=O)Cn2c(/C=C/c3ccccc3)nc3ccccc32)c1	i	16	i	i	9	i	i	i	2.5	i	i
CCOC(=O)C1CCN(Cc2cc(=O)n3c(-c4ccccc4)csc3n2)CC1	i	-3	i	i	-1	i	i	i	-0.3	i	i
O=C(CC1COc2ccccc2O1)NC1CCCCC1 (configuration not stated)	i	1	i	i	-2	i	i	i	0.2	i	i
CCOc1ccccc1C(=O)NCC(=O)OCc1c(C)noc1C	i	-12	i	i	15	i	i	i	0.2	i	i

(listing goes on)
SMILES	RGS4 pot	SKKanGAS inh	MrgX1 PAM	TRPC6 act	Platelet DG rel	RGS4 block	TRPC4 block	TRPC6 inhibitor	HIF act	MrgX1 antag	MrgX1 ag
CCCCCC(=O)Nc1cccc(C2=NOC3(C2)C[C@H](C(N)=O)N(C(=O)COc2ccc(Cl)cc2)C3)c1 (some centres not stated)	i	7	i	i	-2	i	i	i	0.0	i	i
CC1CN(c2ncnc3c2c(-c2ccccc2)cn3-c2ccc(F)cc2)CC(C)O1 (configuration not stated)	i	18	i	i	-3	i	i	i	-3.3	i	i
Cc1noc(C)c1CSCC(=O)Nc1nc2ccc(S(C)(=O)=O)cc2s1	i	-2	i	i	8	i	i	i	0.3	i	i
O=c1nc2cccc3c2=c(/c1=C(\O)c1ccccc1)c1ccccc1c3=O	i	-4	i	i	1	i	i	i	0.0	i	i
CC(=O)Nc1ccc(S(=O)(=O)N2CCSC2C(=O)O)cc1 (configuration not stated)	i	-6	i	i	-13	i	i	i	-0.4	i	i
NC(=O)Nc1ccc(F)cc1	i	2	i	i	2	i	i	i	0.3	i	i
Cc1ccc2[nH]c(C(=O)N3CCN(C(c4ccccc4)c4ccccc4)CC3)cc2c1	i	5	i	i	-1	i	i	i	-3.8	i	i
COc1ccc(-c2cc3ccc(O)cc3oc2=O)cc1	i	u	i	i	-3	i	i	i	1.7	i	i
CCN(CC)c1ccc(/C=C2\CCC(/C=C(\C#N)C(=O)Nc3ccccc3F)=C2N2CCOCC2)cc1	i	21	x	i	4	i	i	i	-0.2	x	x
O=C(Nc1nc2ccccc2n1CCN1CCCCC1)c1ccco1	i	-5	i	i	-4	i	i	-7.9*	-0.1	i	i
O=C(COc1ccc(Nc2ccccc2)cc1)Nc1ccncc1	i	-28	i	i	-23	i	i	i	-0.1	i	i
CCC(C)c1ccc(OCC(=O)NNC(=O)C2CCCCC2)cc1 (configuration not stated)	i	7	i	i	-15	i	i	i	-0.4	i	i
COCCCNC(=O)/C(C#N)=c1\s/c(=C\c2ccccc2OC(F)F)c(=O)n1CCCOC	i	2	i	i	-8	i	i	i	0.5	i	i
O=C(CSc1nnc(CNC(=O)c2ccc(F)cc2)o1)Nc1ccc2c(c1)OCO2	i	-6	i	i	16	i	i	i	0.0	i	i
COc1ccccc1CCNC(=O)C(=O)NCCC1CCCCN1S(=O)(=O)c1cccs1 (configuration not stated)	i	-2	i	i	2	i	i	i	0.0	i	i
COc1ccc(F)cc1S(=O)(=O)Nc1cccc(C(=O)O)c1	i	-3	i	i	-4	i	i	i	0.1	i	i
CCN1C(=O)C(CC(=O)Nc2ccc(OC)cc2)N(Cc2ccc3c(c2)OCO3)C1=S (configuration not stated)	i	-1	i	i	6	i	i	i	0.5	i	i
CC1Cc2ccccc2N1C(=O)CSc1nnc(-c2ccc(S(=O)(=O)N3CCOCC3)cc2)n1C (configuration not stated)	i	2	i	i	-1	i	i	i	0.0	i	i
COc1ccccc1NC(=O)c1ccc(CS(=O)(=O)c2ccc(C)cc2)cc1	i	-19	i	i	-2	i	i	i	-0.2	i	i
Cc1ccn2c(c1)nc(=O)c1cc(S(=O)(=O)N3CCOCC3)ccc12	i	-2	i	i	4	i	i	i	-0.5	i	i
NC(=O)CC(NC(=O)c1ccccc1)c1ccc(NC2CCC2)c([N+](=O)[O-])c1 (configuration not stated)	i	-1	i	i	-6	i	i	i	0.4	i	i
O=C(CC1CS(=O)(=O)CC1CC(=O)Oc1ccccc1F)Oc1ccccc1F (configuration not stated)	i	2	i	i	3	i	i	i	-0.7	i	i
Cc1cc(OCC(=O)N2CCC(C(N)=O)CC2)c2c(C)c(C)c(=O)oc2c1	i	2	i	i	2	i	i	i	0.1	i	i
Cc1nnc(NC(=O)NC(C)N2C(=O)C3C4C=CC(C4)C3C2=O)s1 (configuration not stated)	i	-3	i	i	-4	i	i	i	0.1	i	i
COc1ccc(Nc2nc(N)nc(CSC(=S)N3CCOCC3)n2)cc1	i	-10	i	i	7	i	i	i	1.7	i	i

Next results follow:
SMILES	RGS4 pot	SKKanGAS inh	MrgX1 PAM	TRPC6 act	Platelet DG rel	RGS4 block	TRPC4 block	TRPC6 inhibitor	HIF act	MrgX1 antag	MrgX1 ag
Cc1cccc(NC(=O)CCOc2ccccc2)c1	i	0	i	i	1	i	i	i	1.7	i	i
CCCC(C)NC(=O)C1c2ccccc2Oc2ccccc21 (configuration not stated)	i	1	i	i	-1	i	i	i	-12	i	i
S=C1Nc2ccccc2Sc2ccc(Cl)cc21	i	69*	i	i	8	i	i	i	-0.2	i	i
CN1CCc2c(sc(NC(=O)Cc3ccccc3)c2C(N)=O)C1	i	-3	i	i	2	i	i	i	0.0	i	i
c1ccc(-c2csc3nnc(SCc4ccc5c(c4)OCCO5)n23)cc1	i	3	i	i	-1	i	i	i	1.2	i	i
CCCCSc1nc(O)c(Cc2ccccc2)c(=O)[nH]1	i	2	i	i	-3	i	i	i	0.0	i	i
CCN1CCN(C(=O)CN(c2cc(OC)ccc2OC)S(C)(=O)=O)CC1	i	-12	i	i	-1	i	i	i	-0.3	i	i
Cc1ccc(CN=C2Nc3ccccc3CS2)cc1	i	2	i	i	3	i	i	i	0.9	i	i
O=C(O)CCCCCn1c(SCC(=O)c2ccc(O)c(O)c2)nc2ccsc2c1=O	i	18	i	i	-2	i	i	i	0.2	i	i
CCOC(=O)CN1C(=O)C2(OCCCO2)c2ccccc21	i	-12	i	i	-3	i	i	i	0.0	i	i
COc1ccc2nc(SCC(=O)NCC(F)(F)F)[nH]c2c1	i	0	i	i	16	i	i	i	-0.2	i	i
Cc1ccc(C2=NNC(=O)C(P(=O)(c3ccccc3)c3ccccc3)C2)cc1 (configuration not stated)	i	0	i	i	1	i	i	i	0.0	i	i
CC1=NN(C(=O)CCc2ccccc2O)C(O)(C(F)(F)F)C1 (configuration not stated)	i	18	i	i	2	i	i	i	-0.4	i	i
COc1ccc(-c2cc(=O)oc3cc(OC(C)C(=O)NC(Cc4c[nH]c5ccc(O)cc45)C(=O)O)ccc23)cc1 (configuration not stated)	i	1	i	i	2	i	i	i	-0.1	i	i
CCOC(=O)Cn1cnc2scc(-c3ccccc3)c2c1=O	i	-1	i	i	-5	i	i	i	1.2	i	i
